Source: PubChem (Sanford-Burnham Center for Chemical Genomics)
Apaf-1 inh = blocks human Apaf-1 apoptosome activity; reconstituted apoptosome caspase-3 activity, DEVD-Rh110 fluorescence; O14727; 330,000 tested, 0.71% active; inhibition, % at 20 µM; active means inhibition of at least 40% at 20 µM;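 further: plate controls were DMSO wells for no effect and DEVD-CHO caspase inhibitor wells for full effect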
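Material: reconstituted apoptosome with Apaf-1, cytochrome c, caspase-9, procaspase-3, dATP. Technique: Rh110 fluorescence intensity. Buffer or medium: pH 7.5 Hepes buffer with CHAPS, BSA, DTT. Times: 30 min plus 50 min, RT.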
SENP7 inh = inhibitors of human SENP7 protease. inhibition, % at 5 µM. recombinant SENP7, Z-RLRGG-aminoluciferin luminescence, 40 min. 330,000 tested, 1.5% active. AID 434973. Q9BQF6;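 active means inhibition above about 50% at the single test dose, limit read from the data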;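 further: plate controls were DMSO with enzyme for no effect and no enzyme buffer wells for full effect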
Target sequence (Q9BQF6 706-1050 limits assumed): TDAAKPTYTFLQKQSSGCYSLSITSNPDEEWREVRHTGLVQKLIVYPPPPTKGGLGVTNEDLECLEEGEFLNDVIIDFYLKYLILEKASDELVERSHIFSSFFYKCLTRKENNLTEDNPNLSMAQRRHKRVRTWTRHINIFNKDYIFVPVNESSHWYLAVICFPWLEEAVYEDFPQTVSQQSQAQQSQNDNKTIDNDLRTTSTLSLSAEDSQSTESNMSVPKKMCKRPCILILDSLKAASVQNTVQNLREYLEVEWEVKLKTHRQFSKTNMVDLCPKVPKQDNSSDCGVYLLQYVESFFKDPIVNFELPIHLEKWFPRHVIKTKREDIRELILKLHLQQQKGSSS
SENP8 block-1 = inhibitors of human SENP8 protease. AID 602440. inhibition, % at 20 µM. Q96LD8. recombinant SENP8, Nedd8 substrate fluorescence. 360,000 tested, 0.64% active; in the data active means inhibition mostly above about 40%, no sharp cut-off; inactive means mostly below about 27%
Target sequence (Q96LD8 whole entry, looked up): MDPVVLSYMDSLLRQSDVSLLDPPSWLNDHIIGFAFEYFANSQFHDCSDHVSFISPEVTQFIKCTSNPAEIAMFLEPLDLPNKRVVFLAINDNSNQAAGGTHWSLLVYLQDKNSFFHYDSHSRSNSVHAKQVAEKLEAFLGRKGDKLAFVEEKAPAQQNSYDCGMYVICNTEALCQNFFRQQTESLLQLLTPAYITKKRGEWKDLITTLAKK
PfG6PD inh = PfG6PD (Plasmodium falciparum) enzyme inhibition; PfGluPho enzyme, NADPH resazurin-diaphorase fluorescence; inhibition, % at 20 µM; 350,000 tested, 0.78% active; AID 504690;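 active means inhibition reaching at least a set limit at 20 µM in the primary screen, cut at about 59% in these data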;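 further: 0% = DMSO wells with substrate and 100% = DMSO wells lacking glucose-6-phosphate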
SENP1 FRET inh = blocks the human SENP1 SUMO protease catalytic domain; Q9P0U3; recombinant SENP1 catalytic domain, CyPet-SUMO1-YPet FRET cleavage; inhibition, % at 10 µM; 360,000 tested, 0.21% active;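 active means inhibition at least 30% at 10 µM, raw YFP signal under a set limit, fluorescence ratio 0.5 to 1.5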;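 further: 0% = enzyme with DMSO and 100% = no enzyme wells; some results filed as inactive read as strong as hits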
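material = recombinant human SENP1 catalytic domain, His6-tagged | quantity = 20 pM enzyme | reagent = 25 nM SUMO1 FRET substrate | compound dosing = 10 µM single point, 0.5% DMSO | timing = 50 min enzyme reaction, room temperature, light-protected | detection = FRET, CFP and YFP emission | control set = no-enzyme low, enzyme-DMSO high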
HKDC1 inh = inhibitors of human hexokinase HKDC1 | Q2TB90 | recombinant HKDC1, G6PDH/diaphorase resazurin coupled fluorescence | inhibition, % at 20 µM | 340,000 tested, 0.16% active | AID 493160;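 active means inhibition above about 35% when tested at 20 µM, limit read from the data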;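 further: plate controls were DMSO wells with enzyme for no effect and DMSO wells lacking enzyme for full effect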
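Assay system – recombinant HKDC1 (HK5) hexokinase enzyme, produced in-house · Input – HKDC1 at 5 µg/mL · Reagent – glucose plus 1 mM ATP as hexokinase substrates · Timing – 90 min reaction incubation at room temperature, dark · Measured by – G6PDH/diaphorase-coupled fluorescence, 1 mM NADP, 100 µM resazurin, 525/613 nm · Benchmarks – DMSO-enzyme wells negative, buffer-substituted wells positive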
SENP8 block-2 = SENP8 protease inhibition. Q96LD8. purified SENP8, Z-RLRGG-aminoluciferin cleavage, luminescence. inhibition, % at 10 µM. 330,000 tested, 1.2% active. AID 2540; in the data active means inhibition above about 50%
SENP6 block = inhibitors of human SENP6 protease. Recombinant SENP6 catalytic domain, aminoluciferin luminescence. Q9GZR1. 330,000 tested, 1.8% active. inhibition, % at 10 µM;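 active means inhibition above about 50% at the single tested dose, limit read from the data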;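 further: plate controls were DMSO wells with enzyme for no effect and DMSO wells lacking enzyme for full effect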
Target sequence (Q9GZR1 628-1112 limits assumed): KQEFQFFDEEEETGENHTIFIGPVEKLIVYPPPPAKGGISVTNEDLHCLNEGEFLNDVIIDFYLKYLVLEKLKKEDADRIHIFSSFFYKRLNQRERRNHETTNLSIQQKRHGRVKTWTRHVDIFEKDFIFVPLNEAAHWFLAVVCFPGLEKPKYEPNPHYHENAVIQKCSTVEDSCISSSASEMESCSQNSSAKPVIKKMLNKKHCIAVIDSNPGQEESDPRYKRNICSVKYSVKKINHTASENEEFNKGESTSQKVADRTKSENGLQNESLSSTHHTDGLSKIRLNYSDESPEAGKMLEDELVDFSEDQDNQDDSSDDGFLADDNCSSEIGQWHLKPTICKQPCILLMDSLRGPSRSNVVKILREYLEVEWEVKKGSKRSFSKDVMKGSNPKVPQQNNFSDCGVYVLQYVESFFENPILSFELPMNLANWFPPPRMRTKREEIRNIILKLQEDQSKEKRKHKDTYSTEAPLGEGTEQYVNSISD
The depositor's hits bear a star; i = inactive; . = not tested or not shown.

SMILES | Apaf-1 inh | SENP7 inh | SENP8 block-1 | PfG6PD inh | SENP1 FRET inh | HKDC1 inh | SENP8 block-2 | SENP6 block
Cc1cc2c(cc1C)N(Cc1ccc(Cl)cc1)C1=NCCCN12 | -3 | 1 | 10 | -12 | 2 | -4 | 3 | -2
CC(C)(C)N(Cc1cc2ccccc2[nH]c1=O)C(=O)c1cccnc1 | -7 | 7 | -27 | -8 | 2 | -3 | 12 | 10
OC(COc1ccc(Cl)cc1)CN1CCCCC1 (stereo unspecified) | -2 | 4 | 4 | -8 | 0 | 15 | -6 | 4
Cc1cccc(N(C)C(=O)c2cc3c(=O)[nH]c4ccc(C)cc4c3s2)c1 | 7 | 0 | -42 | -2 | -1 | -3 | -3 | 14
O=C(CN1C(=O)c2ccccc2S1(=O)=O)NCCSCc1ccco1 | -12 | -2 | 6 | -5 | -1 | 6 | 1 | -6
Cc1cc(C)n2c(SCc3ccc(C#N)cc3)nnc2n1 | -5 | 8 | 17 | 13 | 2 | -3 | 3 | -2
CSCC(=O)N1CCC(Oc2cccc(C(=O)NCc3ccccn3)c2)CC1 | -3 | 11 | -8 | -4 | 2 | -3 | -14 | -6
O=C(c1cnn2c(C(F)(F)F)cc(-c3ccc(F)cc3)nc12)N1CCc2ccccc2C1 | 27 | 16 | -144 | -5 | -16 | -3 | -3 | -14
COCCn1c(C)cc(C(=O)COc2cccnc2[N+](=O)[O-])c1C | -11 | 2 | 10 | -2 | -1 | -4 | -1 | 18
CCn1c(SCC(=O)N2CCN(c3ccccc3)CC2)nnc1-c1c[nH]c2ccccc12 | 12 | 2 | 8 | 5 | 0 | -3 | -5 | -14
Nc1nc(N)c(N=O)c(OCC2CCCCC2)n1 | 6 | -3 | 10 | 0 | -15 | -1 | 7 | 2
CCNC(=O)c1ccc(-n2nc(C)cc2-c2ccccc2)cc1 | 4 | 5 | 16 | 20 | 1 | -3 | -11 | -2
Cn1c(CNc2ccccc2O)nc2ccccc21 | 4 | 28 | 13 | 21 | 2 | 8 | -7 | 10
CCc1ccc(S(=O)(=O)Nc2ccc(O)c3c(=O)cc(-c4ccccc4Cl)oc23)cc1 | 25 | 13 | 18 | -33 | 3 | 2 | -8 | -11
CC(=O)NC(c1cc(Cl)c2ccccc2c1O)C(C)C (stereo unspecified) | 5 | 0 | -420 | 28 | 5 | 12 | 4 | 4
O=C(O)C1(c2cccc(Cl)c2)CCC1 | 2 | 7 | 22 | -11 | 2 | -1 | -2 | -2
O=C(Nc1cccc(Cl)c1)c1cc(S(=O)(=O)N2CCOCC2)cs1 | 1 | -3 | 5 | 4 | 0 | 4 | 4 | 11
CNC(=O)CC1C(=O)N(C)C(=S)N1NC(=O)c1ccccc1 (stereo unspecified) | -17 | -4 | -40 | -8 | 1 | -3 | 2 | -8
Nc1ccc(Oc2ccc3nc(-c4ccccc4)c(-c4ccc([N+](=O)[O-])cc4)nc3c2)cc1 | 3 | 11 | 43* | 7 | 3 | 10 | -6 | -9
COc1cccc(CNc2ccc3[nH]c(=O)[nH]c3c2)c1OCc1ccccc1F | 6 | -5 | -149 | 52 | 2 | 4 | 7 | 16
COc1cc(Cl)c(C)cc1NC(=O)c1ccccc1NC(=O)CN1CCOCC1 | 4 | -6 | -4 | 13 | 0 | -5 | -3 | -2
COC(=O)c1cccnc1NC(=S)NC(C)C | -6 | 8 | 2 | -6 | -4 | -1 | -2 | -8
COc1ccc(C(C(=O)NC2CCCC2)N(Cc2ccco2)C(=O)c2snc(C(N)=O)c2N)cc1OC (stereo unspecified) | 7 | -3 | -313 | -9 | -5 | -4 | -5 | 0
CCCCCCCCC[n+]1cccc2c3ccccc3ccc21 | 33 | 10 | -477 | -13 | -1 | 0 | -12 | -16
COc1ccc(NC(=O)C(=O)NCCN2CCN(C(=O)c3ccc(C(C)(C)C)cc3)CC2)cc1 | 10 | 3 | 8 | -2 | 1 | -2 | 4 | 7
SMILES | Apaf-1 inh | SENP7 inh | SENP8 block-1 | PfG6PD inh | SENP1 FRET inh | HKDC1 inh | SENP8 block-2 | SENP6 block
CCCn1c2ccccc2c2cnn(CC(=O)NCCCOC)c(=O)c21 | -1 | 2 | -80 | -3 | -2 | -2 | 1 | 17
CCOc1ccc2ccccc2c1/C=N/NC(=O)CNC(=O)C(c1ccccc1)c1ccccc1 | 11 | -1 | -134 | 22 | 0 | -3 | -2 | 11
CCN(CCn1cccn1)C(=O)c1cc(COc2ccc(F)c(F)c2)on1 | -6 | 4 | -4 | 5 | 0 | -5 | -2 | 9
CCOc1ccc(N2Cc3ncccc3C2=O)cc1 | -3 | 27 | -56 | 19 | 2 | 8 | -8 | 25
Cn1c(Cn2c(=O)sc3ccccc32)nnc1SCC(=O)N1CCc2ccccc21 | -11 | -5 | 19 | 22 | 0 | -1 | 8 | -5
C=CCn1c(-c2ccccc2)nc2nc3ccccc3nc21 | 5 | -13 | i | 3 | -11 | -7 | -3 | -4
Cc1ccc(CNC(=O)Cn2cccc2C(=O)c2ccccc2C)cc1 | 1 | -7 | 6 | 0 | 1 | -10 | -1 | 4
COc1ccc(Cl)cc1C(=O)Nc1ccc(NC(=O)C(C)C)cc1 | -1 | -7 | 7 | 7 | 3 | -6 | -5 | -10
CC1CCCC(NC(=O)CN(C)CC(=O)Nc2ccc(F)cc2)C1C (stereo unspecified) | 5 | -11 | 15 | -8 | 2 | -6 | -13 | -12
O=C(Nc1ccc(Cl)cc1)C1CCCN1C(=O)NCc1ccccc1 (stereo unspecified) | 5 | 5 | 16 | 11 | 3 | 4 | -2 | -16
CCC(C)[C@H](NC(=O)N1CC(=O)Nc2ccccc21)C(=O)NC(C)CCc1ccccc1 (stereo partly specified) | 2 | 7 | 3 | -1 | 1 | 3 | 2 | 9
COc1ccc(-c2nc(CCNC(=O)c3ccc(Br)o3)cs2)cc1 | 14 | 9 | -41 | 6 | 4 | 5 | -7 | -4
O=C(Nc1nccs1)c1sc2ccccc2c1Cl | 10 | 71* | -88 | 35 | 3 | -1 | 75* | 88*
NC(=O)COC(=O)c1cccc(S(=O)(=O)N2CCN(c3ccc(F)cc3)CC2)c1 | -6 | -2 | 8 | 0 | 1 | -8 | 0 | -4
Cc1cc(/C=N/NC(=O)c2cccs2)c(C)n1-c1cnccn1 | -14 | 3 | -6 | 5 | -3 | -9 | 2 | -20
CC(C)[C@H](NC(=O)OC(C)(C)C)C(=O)N/N=C/c1ccc2nccnc2c1 | -17 | -7 | -34 | -2 | 3 | -4 | 0 | -2
COc1ccc(Nc2nccc(-c3cccc(N)c3)n2)cc1 | 12 | 23 | 18 | 12 | 1 | -4 | 13 | 20
O=C(NCCN1CCOCC1)c1cc(-c2cccs2)nc2ccccc12 | 7 | 1 | -392 | -6 | -3 | 6 | 8 | -9
CSc1ccc(C(=O)C2CCCN(C(=O)Cn3cnnn3)C2)cc1 (stereo unspecified) | 3 | -10 | 2 | 0 | 3 | 3 | -3 | 1
CCOC(=O)C1=C(COC(=O)c2ccc(Cl)nc2)NC(=O)NC1C (stereo unspecified) | . | . | 6 | -12 | -2 | -4 | . | .
COc1cc([C@@H]2OC[C@@H]3[C@H]2CO[C@@H]3c2ccc3c(c2)OCO3)ccc1O | 13 | -3 | 12 | -15 | 0 | 2 | -16 | -31
O=C(NNC(=O)c1ccc2ccccc2c1O)c1ccccc1Cl | -5 | 4 | -318 | -42 | 0 | 17 | 3 | 15
CC(=O)c1c(C)[nH]c(C(=O)N2CCN(c3ncccn3)CC2)c1C | -8 | 2 | -3 | -11 | -7 | 0 | 6 | -8
CC(C(=O)NC1CC(C)(C)NC(C)(C)C1)c1ccc([N+](=O)[O-])cc1 (stereo unspecified) | -1 | -1 | 10 | -5 | 3 | -12 | 6 | 2
CCN(CC)CCCN(Cc1cc2cc3c(cc2[nH]c1=O)OCO3)C(=S)NCCCN(C)C | -2 | 1 | -431 | -16 | -12 | -3 | 2 | 6

6 of the compounds above, with values under each structure:
The line under a structure holds: Apaf-1 inh | SENP7 inh | SENP8 block-1 | PfG6PD inh | SENP1 FRET inh | HKDC1 inh | SENP8 block-2 | SENP6 block
- NC(=O)COC(=O)c1cccc(S(=O)(=O)N2CCN(c3ccc(F)cc3)CC2)c1
  -6 | -2 | 8 | 0 | 1 | -8 | 0 | -4
- Cc1cc(/C=N/NC(=O)c2cccs2)c(C)n1-c1cnccn1
  -14 | 3 | -6 | 5 | -3 | -9 | 2 | -20
- CC(C)[C@H](NC(=O)OC(C)(C)C)C(=O)N/N=C/c1ccc2nccnc2c1
  -17 | -7 | -34 | -2 | 3 | -4 | 0 | -2
- COc1ccc(Nc2nccc(-c3cccc(N)c3)n2)cc1
  12 | 23 | 18 | 12 | 1 | -4 | 13 | 20
- O=C(NCCN1CCOCC1)c1cc(-c2cccs2)nc2ccccc12
  7 | 1 | -392 | -6 | -3 | 6 | 8 | -9
- CSc1ccc(C(=O)C2CCCN(C(=O)Cn3cnnn3)C2)cc1 (stereo unspecified)
  3 | -10 | 2 | 0 | 3 | 3 | -3 | 1

(more compounds)
SMILES | Apaf-1 inh | SENP7 inh | SENP8 block-1 | PfG6PD inh | SENP1 FRET inh | HKDC1 inh | SENP8 block-2 | SENP6 block
CNC(=O)COc1ncnc2scc(-c3ccc(F)cc3)c12 | -2 | 0 | -13 | -8 | -3 | -1 | -3 | -4
CN1CCCN(C(=O)c2cccc3ccccc23)CC1 | -7 | -5 | 3 | -3 | 1 | 0 | 10 | 5
CCC1CCCCN1CCCNC(=O)C1CCN(Cc2nc(-c3ccc(Cl)cc3)oc2C)CC1 (stereo unspecified) | 18 | -1 | 12 | -5 | 0 | 2 | 1 | 10
CC(CN1CCCCC1)OC(=O)c1cc2ccccc2o1 (stereo unspecified) | 14 | 4 | 25 | 2 | -1 | -10 | 1 | -1
CCn1c(SCc2nc(-c3ccccc3)no2)nnc1-c1cccs1 | -2 | 2 | 28 | -11 | 1 | -3 | 2 | 3
Cc1cc(Br)ccc1SCC(=O)OCC(=O)c1c(N)n(C)c(=O)n(C)c1=O | 7 | 6 | 9 | 19 | 2 | 2 | -6 | -13
Cc1cc(C(F)(F)Cl)n2ncc(-c3ccccn3)c2n1 | -3 | 5 | 25 | 7 | 1 | -2 | 3 | -5
C[C@H](NC(=O)c1nc[nH]c1C(=O)N[C@@H](Cc1ccccc1)C(=O)OC(C)(C)C)C(=O)OCc1ccccc1 | 20 | 8 | 18 | 26 | -1 | -5 | -7 | -5
COc1cccc(NC(=O)NCc2ccccc2F)c1 | -6 | 0 | 10 | 8 | 1 | -10 | -3 | -20
Cc1ccc(C2C(C#N)=C(N)SC(N)=C2C#N)c(C)c1 | 12 | -3 | -176 | 39 | -28 | 11 | -12 | -23
O=C(Cc1cccs1)N1CCN=C1SCc1ccccc1Cl | 13 | -3 | -6 | 6 | -9 | -3 | -4 | -9
O=C(NCC1CCCO1)/C(=C\c1ccccc1F)NC(=O)c1ccccc1 (stereo unspecified) | 7 | 0 | 2 | 0 | -1 | -2 | -8 | -9
O=C1CCC(C(=O)Nc2ccccc2)N1 (stereo unspecified) | -4 | -1 | 11 | -4 | 0 | -2 | -4 | -5
COc1ccc(N(C)S(=O)(=O)c2cccc(C(=O)OCC(=O)N(C)c3ccccc3)c2)cc1 | 19 | 7 | 3 | 0 | 2 | -7 | 5 | -8
COc1ccc(NC(=O)C2CCCN(c3c4c(nc5ncnn35)CCC4)C2)cc1 (stereo unspecified) | -13 | -1 | 8 | -6 | 1 | 16 | -2 | -24
